Source: PubChem BioAssay (several laboratories)
CHRM5 antagonist = antagonists of human muscarinic M5 receptor (CHRM5) | 360,000 compounds, 0.59% hits | P08912 | CHO-hM5 cells, Fluo-8 calcium fluorescence, ACh EC80 | inhibition, % at 3 µM;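 active means inhibition above a per-plate cutoff, the mean of that plate's test compounds plus 3 SD, cut at about 27% in these data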;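 further: 0% = acetylcholine EC80 with DMSO and 100% = DMSO without agonist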
CHRM4 antagonist = antagonists of human muscarinic M4 receptor (CHRM4); P08173; CHO-hM4 cells, ACh EC80, Fluo-8 calcium fluorescence; inhibition, % at 3 µM; 360,000 compounds, 0.73% hits;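 active means inhibition above its plate's cutoff, the mean inhibition of sample wells plus 3 SD, cut at about 27% in these data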;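 further: 0% = acetylcholine EC80 with DMSO and 100% = DMSO without agonist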
Target sequence (P08173 whole entry, looked up): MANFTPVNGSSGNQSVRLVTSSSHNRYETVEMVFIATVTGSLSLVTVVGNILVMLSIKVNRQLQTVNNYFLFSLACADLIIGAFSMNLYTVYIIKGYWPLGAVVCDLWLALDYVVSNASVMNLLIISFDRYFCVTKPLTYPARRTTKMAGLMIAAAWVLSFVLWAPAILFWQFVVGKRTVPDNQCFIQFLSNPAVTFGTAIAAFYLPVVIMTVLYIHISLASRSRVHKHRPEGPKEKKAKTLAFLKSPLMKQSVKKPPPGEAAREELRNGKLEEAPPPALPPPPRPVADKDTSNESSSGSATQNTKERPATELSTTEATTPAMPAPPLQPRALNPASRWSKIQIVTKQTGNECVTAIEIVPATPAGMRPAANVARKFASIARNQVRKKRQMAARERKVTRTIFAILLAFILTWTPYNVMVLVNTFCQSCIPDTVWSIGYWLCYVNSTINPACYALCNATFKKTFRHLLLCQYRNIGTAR
M5 PAM = positive allosteric modulators of human muscarinic M5 receptor; CHO-K1 hM5, Fluo-8 calcium, ACh EC20 PAM; 0% = ACh EC20, 100% = ACh EC100; activation, % at 3 µM; 360,000 compounds, 0.3% hits; AID 624038;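 active means activation above the run cutoff, the mean activation of all test compounds plus 3 SD, cut at about 18% in these data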
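System – CHO-K1 hM5 cells · Compound – 3 µM, single dose · Incubation – compound preincubation 140 s before EC20 acetylcholine addition · Technique – Fluo-8 calcium fluorescence · Measure – Max/basal fluorescence ratio as % of EC20–EC100 ACh window · Benchmarks – low control EC20 acetylcholine (0%), high control EC100 acetylcholine (100%) · Replication – singlicate, one well per test compound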
M4 PAM = potentiates acetylcholine response at human M4 receptor. AID 624126. P08173. CHO-K1 hM4/Gqi5, Fluo-8 calcium fluorescence, ACh EC20; 0% = ACh EC20, 100% = maximal ACh. activation, % at 3 µM. 360,000 compounds, 0.4% hits;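 active means activation above its plate's cutoff, the mean activation of sample wells plus 3 SD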; further: some results filed as inactive read as strong as hits
CHRM1 PAM = positive allosteric modulators of human M1 muscarinic receptor; P11229; CHO-K1 hM1, Fluo-8 calcium fluorescence, ACh EC20; 0% = ACh EC20, 100% = maximal ACh; activation, % at 3 µM; 360,000 compounds, 0.088% hits; AID 588819; in the data active means activation above about 19%, passing the limit was not always enough
Target sequence (P11229 whole entry, looked up): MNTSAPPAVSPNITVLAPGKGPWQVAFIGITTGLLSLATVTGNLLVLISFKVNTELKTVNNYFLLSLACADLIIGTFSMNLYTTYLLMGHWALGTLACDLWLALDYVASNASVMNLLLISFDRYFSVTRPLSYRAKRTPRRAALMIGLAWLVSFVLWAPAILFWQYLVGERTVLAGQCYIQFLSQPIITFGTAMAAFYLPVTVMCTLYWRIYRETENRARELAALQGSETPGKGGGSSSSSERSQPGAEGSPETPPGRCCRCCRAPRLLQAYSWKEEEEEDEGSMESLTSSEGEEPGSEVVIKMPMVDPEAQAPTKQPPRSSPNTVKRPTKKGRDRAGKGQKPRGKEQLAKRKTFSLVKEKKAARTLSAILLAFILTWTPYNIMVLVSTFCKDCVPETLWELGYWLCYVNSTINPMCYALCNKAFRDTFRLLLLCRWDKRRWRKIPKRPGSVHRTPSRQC
CRFR2-BP ag = CRF-BP/CRF-R2 complex agonism | HEK293 CRF-R2/CRF-BP, calcium dye fluorescence (FLIPR); percent of saturating CRF peptide response | AID 588473 | activation, % at 13.2 µM | 350,000 compounds, 0.46% hits;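 active means activation of at least 50%, plus an integration ratio under a set limit after plate pattern correction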;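 further: plate controls were neutral control wells without compound for no effect and CRF at EC100 for full effect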
CHRM4 agonist = agonists of human muscarinic M4 receptor (CHRM4); P08173; CHO-K1 hM4/Gqi5, Fluo-8 calcium fluorescence; vehicle 0%, full acetylcholine response 100%; activation, % at 3 µM; 360,000 compounds, 0.14% hits; AID 624127;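 active means activation above the run mean over all test wells plus 3 SD, cut at about 32% in these data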;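 further: peak over basal fluorescence ratio per well then scaled between controls; 0% = DMSO wells and 100% = acetylcholine at EC100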
CHRM5 agonist = agonists of human muscarinic M5 receptor (CHRM5). P08912. CHO-K1 hM5 cells, Fluo-8 calcium fluorescence; 0% DMSO wells, 100% maximal acetylcholine response. activation, % at 3 µM. 360,000 compounds, 0.19% hits. AID 624037;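 active means activation above the run's mean over test compounds plus 3 SD, cut at about 23% in these data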;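 further: signal is peak over basal fluorescence ratio across the kinetic read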
M1 antag = blocks human M1 muscarinic receptor | P11229 | CHO-K1 hM1, Fluo-8 calcium fluorescence, ACh EC80 antagonist | inhibition, % at 3 µM | 360,000 compounds, 1.3% hits | AID 588852;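 active means percent inhibition above its own plate's cutoff, namely the mean of that plate's compound wells plus 3 SD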;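 further: peak over basal fluorescence ratio during 140 s after agonist addition; 0% = ACh EC80 plus DMSO and 100% = DMSO alone without agonist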
Numbers without * were called inactive; . = not tested or not shown.

CHRM5 antagonist,CHRM4 antagonist,M5 PAM,M4 PAM,CHRM1 PAM,CRFR2-BP ag,CHRM4 agonist,CHRM5 agonist,M1 antag,SMILES
-2,-13,1,1,-5,0.1,3,0,4,O=C(CC1CC2CCC1C2)N1CCN(S(=O)(=O)c2ccc(F)cc2)CC1 (stereo not drawn)
0,0,0,11,10,0.0,0,1,-7,C=CCn1c(=O)c2ccc(C(=O)NCc3ccccc3)cc2n(Cc2ccccc2Cl)c1=O
-4,13,4,-3,4,10,0,2,1,C=CCn1c(O)c(CN2CCOCC2)c(C)c(C#N)c1=O
-6,-4,11,3,10,-1.2,1,0,-7,CC(Cn1cncn1)C(=O)N1CCN(S(=O)(=O)c2ccccc2)CC1 (stereo not drawn)
0,-2,0,-2,-2,0.4,-2,-1,-23,CCOC(=O)/C(=N/Nc1ccc(Cl)cc1)S(=O)(=O)c1ccccc1
1,-3,0,0,9,0.7,2,-7,-8,COc1ccc(C(=O)Nc2nccs2)cc1OC
-4,-1,8,0,10,-1.8,0,4,-11,COc1cc2c(cc1OC)CN(C(=O)Nc1ccccc1)CC2
-7,-10,6,0,1,0.1,0,1,2,O=C(O)C(Cc1ccc(O)cc1)N1C(=O)c2c(Cl)c(Cl)c(Cl)c(Cl)c2C1=O (stereo not drawn)
0,2,-2,6,11,0.7,3,0,-13,CC1=C(C(=O)Nc2ccccc2)C(c2coc3ccccc3c2=O)C2=C(CCCC2=O)N1 (stereo not drawn)
-2,1,9,-8,7,-1.6,1,-2,-21,Cc1ccccc1OCC(O)CN (stereo not drawn)
1,2,5,6,2,-0.7,2,3,-5,CCOc1cc(N2CCOCC2)c(OCC)cc1NC(=O)COC(=O)c1cc(C)oc1C
11,-5,0,-3,-2,0.7,4,2,14,NC(=O)CC(NC(=O)Cc1cccc2ccccc12)c1ccc(N2CCCCCC2)c([N+](=O)[O-])c1 (stereo not drawn)
-1,5,-5,8,-2,0.5,2,-1,2,COCCSc1ccccc1C(=O)Nc1nccs1
5,-7,-1,-1,5,2.1,-1,-4,-7,Cc1ccc(C(=O)Nc2ccccc2N2CCCC2)cc1
14,-5,-2,10,6,-0.3,0,-2,-4,CCOCCc1nnc(NC(=O)C2CC(=O)N(c3ccc(OCC)cc3)C2)s1 (stereo not drawn)
0,-9,3,5,9,4.3,3,-7,-9,O=C(O)c1ccc2c(c1)C1C=CCC1C(c1cc3c(cc1Br)OCO3)N2 (stereo not drawn)
6,1,-9,-1,3,-1.0,5,4,0,C/C(=N\NC(=O)C(=O)Nc1cccc(C(F)(F)F)c1)c1ccc(Cl)s1
-6,-4,-1,7,2,0.7,0,-1,-1,COc1ccc(OCC(O)CNC(=O)c2ccc(OC)cc2)cc1 (stereo not drawn)
3,-15,5,6,10,-2.4,3,4,-10,COc1ccc(CNC(C)C(=O)Nc2ccc3ccccc3c2)cc1OC (stereo not drawn)
11,12,-15,-13,-11,0.4,0,-14,27,CN1C(=O)C(CC(=O)N2CCN(C(c3ccccc3)c3ccccc3)CC2)N(C)C1=O (stereo not drawn)
-4,-13,5,4,8,-0.5,5,-5,-6,COc1ccccc1C(=O)Nc1nnc(SCC(=O)NC2CCCC2)s1
4,1,-1,1,10,1.0,1,-1,-3,COCCCNC(=O)Cn1cnc2sc(C)c(S(=O)(=O)N3CCN(c4ncccn4)CC3)c2c1=O
9,-8,1,8,-4,0.4,1,0,-16,CCCOc1ccccc1C1CC(=O)Nc2cc3c(cc21)OCO3 (stereo not drawn)
6,-4,1,-5,4,2.9,4,1,-4,Cc1ccsc1C(=O)N1CCCC(CO)(Cc2ccccc2)C1 (stereo not drawn)
12,11,-3,-7,-2,-0.6,-1,-2,2,O=C(O/N=C1\CCCc2ccccc21)C1CC1
-6,-2,0,28*,15,3.3,2,5,-5,COC(=O)[C@@H]1C[C@@]2(O)[C@H](O)[C@H](O)[C@H](O)C[C@H]2N1Cc1cc(F)ccc1F
11,-4,-4,1,8,2.5,0,-3,5,Cc1cc(C)c(NC(=O)CCn2nnc3ccccc32)c(C)c1
20,-8,-11,-13,-1,1.1,18,6,3,CCOC(=O)C1CCN(C(=O)C2(NC(=O)Nc3cccc(F)c3)CCCCC2)CC1
16,0,-7,6,7,-0.1,1,-7,-5,CN(Cc1ccc2nonc2c1)Cc1nc(Cc2cccc(F)c2)no1
3,5,-5,5,2,-0.4,1,-4,-5,CNC(=O)c1ccc(=O)n(Cc2cccc(C(F)(F)F)c2)c1

Sorted by length of the SMILES (ascending): part of the list above.
CHRM5 antagonist,CHRM4 antagonist,M5 PAM,M4 PAM,CHRM1 PAM,CRFR2-BP ag,CHRM4 agonist,CHRM5 agonist,M1 antag,SMILES
11,-4,-4,1,8,2.5,0,-3,5,Cc1cc(C)c(NC(=O)CCn2nnc3ccccc32)c(C)c1
20,-8,-11,-13,-1,1.1,18,6,3,CCOC(=O)C1CCN(C(=O)C2(NC(=O)Nc3cccc(F)c3)CCCCC2)CC1
4,1,-1,1,10,1.0,1,-1,-3,COCCCNC(=O)Cn1cnc2sc(C)c(S(=O)(=O)N3CCN(c4ncccn4)CC3)c2c1=O

The listing continues.
CHRM5 antagonist,CHRM4 antagonist,M5 PAM,M4 PAM,CHRM1 PAM,CRFR2-BP ag,CHRM4 agonist,CHRM5 agonist,M1 antag,SMILES
3,2,-10,-2,0,-0.1,4,-1,7,CCNC(=S)N(Cc1cccs1)Cc1cc2cc(OCC)ccc2[nH]c1=O
11,3,-2,9,12,2.0,2,0,-4,CCn1c(CC(=O)Nc2ccc(C)c(Cl)c2)nnc1SCC(=O)Nc1nc(C)cs1
6,2,0,-2,5,-0.2,4,3,-4,O=C(c1ccc(Cl)c(S(=O)(=O)N2CCCCC2)c1)N1CCCCCC1
18,-4,-2,0,3,1.0,6,1,-4,COc1ccccc1CNCC(O)(c1ccc(F)cc1)c1ccc(F)cc1
0,-14,5,8,1,.,5,1,-22,CC1=C(C(=O)N(C(C)C)C(C)C)CC(CC(=O)NCCc2ccccn2)C(=O)N1Cc1ccc(C(C)(C)C)cc1 (stereo not drawn)
-9,2,-4,-2,.,.,-2,0,.,CC(C)c1ccc([C@@H]2O[C@H](C)CC3=C2C(=O)OC(C)(C)O3)cc1
15,5,-7,-9,0,-0.1,13,6,-2,COc1ccc(NC(=O)Nc2nnc(Cc3ccccc3)s2)cc1
19,0,-5,-2,-2,0.8,12,0,4,COCOCCn1cc(CN2CCS(=O)(=O)N(Cc3ccc(-c4ccc(F)cc4)cc3)C(CC(C)C)C2=O)nn1 (stereo not drawn)
8,-5,-6,-2,0,-0.2,1,1,0,N/C(=N\OC(=O)CCCc1ccccc1)c1cccc([N+](=O)[O-])c1
3,2,-7,0,3,2.1,1,-2,-3,O=C1CC(c2cccs2)c2cc3c(cc2N1)OCO3 (stereo not drawn)
-2,-11,3,-4,15,0.1,4,-5,-23,COc1ccc(C(=O)NCCSCc2ccccc2Cl)cc1OC
8,-7,-4,1,14,-0.3,4,-5,-19,O=C1CSc2ccc(S(=O)(=O)NCc3ccccc3)cc2N1
13,14,-1,-4,.,.,-1,-7,.,CC(C)C[C@H]1CN(CCCC[C@H]2CNC(=O)C(=O)N2CC2CCCCC2)C(=O)C(=O)N1CCc1ccc(O)cc1
11,-7,-5,2,-9,0.0,0,-1,18,CCOC(=O)CCCCCC(=O)Nc1ccc2c(c1)C(=O)N([C@@H](C)CO)C[C@@H](C)[C@H](CN(C)C(=O)Nc1ccccc1)OCCCC[C@H](C)O2
-8,15,0,-8,5,1.1,0,0,-1,Cc1ccc(C2NC(=O)NC(O)(C(F)(F)F)C2C(=O)c2cccs2)o1 (stereo not drawn)
8,4,3,18,13,-1.6,0,-3,-18,CNC(=O)c1ccc(-c2ccc(F)cc2)s1
15,7,-3,-2,5,10,0,-5,1,CCOc1ccc(S(=O)(=O)n2nc(C)c(S(=O)(=O)N3CCOCC3)c2C)cc1
0,-2,-1,1,1,-1.2,0,-4,7,Cc1ccc(NC(=S)N/N=C/c2c(C)nn(-c3ccccc3)c2N2CCCC2)cc1
-3,-6,-1,5,5,1.2,1,1,1,COc1cccc(C(=O)Nc2nnc(-c3cccs3)o2)c1

Molecules listed so far containing an aryl methoxy group, in the order listed:
CHRM5 antagonist,CHRM4 antagonist,M5 PAM,M4 PAM,CHRM1 PAM,CRFR2-BP ag,CHRM4 agonist,CHRM5 agonist,M1 antag,SMILES
1,-3,0,0,9,0.7,2,-7,-8,COc1ccc(C(=O)Nc2nccs2)cc1OC
-4,-1,8,0,10,-1.8,0,4,-11,COc1cc2c(cc1OC)CN(C(=O)Nc1ccccc1)CC2
-6,-4,-1,7,2,0.7,0,-1,-1,COc1ccc(OCC(O)CNC(=O)c2ccc(OC)cc2)cc1 (stereo not drawn)
3,-15,5,6,10,-2.4,3,4,-10,COc1ccc(CNC(C)C(=O)Nc2ccc3ccccc3c2)cc1OC (stereo not drawn)
-4,-13,5,4,8,-0.5,5,-5,-6,COc1ccccc1C(=O)Nc1nnc(SCC(=O)NC2CCCC2)s1
18,-4,-2,0,3,1.0,6,1,-4,COc1ccccc1CNCC(O)(c1ccc(F)cc1)c1ccc(F)cc1
15,5,-7,-9,0,-0.1,13,6,-2,COc1ccc(NC(=O)Nc2nnc(Cc3ccccc3)s2)cc1
-2,-11,3,-4,15,0.1,4,-5,-23,COc1ccc(C(=O)NCCSCc2ccccc2Cl)cc1OC
-3,-6,-1,5,5,1.2,1,1,1,COc1cccc(C(=O)Nc2nnc(-c3cccs3)o2)c1
